# L929 necroptosis = inhibitors of zVAD-triggered necroptosis, primary screen, L929 cells | viability rescue, % at 10 µM | 0.38% of 220,000 active | AID 1377, 2008 | L929 zVAD necroptosis rescue, ATP luminescence, 24 h; with zVAD 60 µM;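 active = activation, scaled between plate controls, above about 75%, limit read from the data; inactive = activation under that limit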;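 also: 0% = zVAD with DMSO and 100% = DMSO alone without zVAD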
# MDM2 E3 inh = MDM2-luciferase reporter signal enhancers, primary screen, MDM2 E3 ligase inhibitor project, cell-based, luminescence, 1536-well | cell-based MDM2 ubiquitination luciferase reporter, 2 h; 0 = plate control, 100 = twice control, blank-subtracted | E3 ubiquitin-protein ligase Mdm2 (Homo sapiens), Q00987 | 0.11% of 210,000 active | signal enhancement, % at 5 µM;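 active = signal enhancement of 30% or more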;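 also: luminescence tracks abundance of the self-degrading MDM2-luciferase fusion protein; higher signal means inhibition of MDM2 E3 ligase activity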
#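 System: stable MDM2–luciferase fusion reporter cells / Input: 2000 cells seeded into each well / Schedule: 4 h settle plus 2 h compound, 37 °C / Compound: single-point 5 µM / Buffer or medium: cells held in DMEM / Benchmarks: control and blank well means / Evaluation: percent signal gain over controls, blank-subtracted / Measured by: luciferase luminescence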
# PERK inhibitor = block of dimerizer-induced PERK translation repression, primary screen, PERK inhibitor project, CHO PERK-DD cells, SEAP luminescence, HTS; CHO PERK-DD fusion, SEAP luminescence translation reporter; inhibition, % at 5.6 µM; 0.17% of 220,000 active;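 active = inhibition above the mean inhibition of all tested compounds plus 3 SD, set separately per screening campaign, cut at about 2.9% in these data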;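 also: PERK kinase domain activated by AP20187 dimerizer at 100 nM; 0% = DMSO with dimerizer and 100% = rapamycin at 8.4 µM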
# Rad51 HR inh = human RAD51 strand exchange inhibitors, primary screen, biochemical, fluorescence; DNA repair protein RAD51 homolog 1 (Homo sapiens), Q06609; hRad51 DNA strand exchange, fluorescence dequenching; inhibition, % at 10 µM; 0.085% of 200,000 active;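 active = inhibition above 40% at the single screening dose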;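 also: 0% = DMSO control wells and 100% = blanks with heterologous ssDNA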
#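 material = hRad51 filaments on single-stranded DNA | timing = filaments 15 min 37 °C, then compound 30 min | signal = FRET fluorescence dequenching, excitation 485 nm, emission 520 nm | benchmarks = control wells and blank wells on each plate | evaluation = percent inhibition relative to plate controls and blanks | compound = 10 µM final, single point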
# TNF necrop inh = inhibitors of TNF-alpha triggered necroptosis, primary screen, cell-based, Jurkat FADD-/-, single concentration; Jurkat FADD-/- TNF necroptosis rescue, ATP luminescence, 24 h; 0 = TNF only, 100 = no-TNF cells; activation (protection from cell death), % at 10 µM; 0.068% of 220,000 active; AID 463075, 2010;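 active = activation, meaning protection from cell death, of at least 50% relative to plate controls; inactive = activation below 50%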;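 also: necroptosis triggered by 40 ng/mL TNF-alpha added together with compound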
# eIF4E 4G PPI = eIF4E–eIF4G protein interaction inhibitors, primary screen, biochemical, uHTS, TR-FRET, eIF4GI fragment. inhibition, % at 21.7 µM. 0.37% of 220,000 active. TR-FRET eIF4E-eIF4GI(517-606) binding, 2 h. AID 782, 2007. Eukaryotic translation initiation factor 4E (Mus musculus) + Eukaryotic translation …;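 active = inhibition above about 30%, limit read from the data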;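 also: 0% = full FRET control wells and 100% = background wells lacking eIF4GI fragment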
# KCC2 mod = KCC2 cotransporter modulators, thallium flux, primary screen, cell-based, HEK293 KCC2, FluoZin-2 fluorescence, MLSMR | AID 1456, 2008 | KCC2 cells, thallium flux FluoZin-2 fluorescence | 2.2% of 190,000 active | Solute carrier family 12 member 5 (Homo sapiens), Q9H2X9 | B-score of Tl+ flux slope (higher = more flux/activation; lower = inhibition) at 10 µM;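 active = thallium flux slope and its plate-corrected score both differing from the plate sample mean at a set confidence after two filtering rounds, in either direction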;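 also: slope of fluorescence scaled to starting intensity during 10 to 20 s after thallium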
# Target sequence (Q9H2X9 whole entry, looked up): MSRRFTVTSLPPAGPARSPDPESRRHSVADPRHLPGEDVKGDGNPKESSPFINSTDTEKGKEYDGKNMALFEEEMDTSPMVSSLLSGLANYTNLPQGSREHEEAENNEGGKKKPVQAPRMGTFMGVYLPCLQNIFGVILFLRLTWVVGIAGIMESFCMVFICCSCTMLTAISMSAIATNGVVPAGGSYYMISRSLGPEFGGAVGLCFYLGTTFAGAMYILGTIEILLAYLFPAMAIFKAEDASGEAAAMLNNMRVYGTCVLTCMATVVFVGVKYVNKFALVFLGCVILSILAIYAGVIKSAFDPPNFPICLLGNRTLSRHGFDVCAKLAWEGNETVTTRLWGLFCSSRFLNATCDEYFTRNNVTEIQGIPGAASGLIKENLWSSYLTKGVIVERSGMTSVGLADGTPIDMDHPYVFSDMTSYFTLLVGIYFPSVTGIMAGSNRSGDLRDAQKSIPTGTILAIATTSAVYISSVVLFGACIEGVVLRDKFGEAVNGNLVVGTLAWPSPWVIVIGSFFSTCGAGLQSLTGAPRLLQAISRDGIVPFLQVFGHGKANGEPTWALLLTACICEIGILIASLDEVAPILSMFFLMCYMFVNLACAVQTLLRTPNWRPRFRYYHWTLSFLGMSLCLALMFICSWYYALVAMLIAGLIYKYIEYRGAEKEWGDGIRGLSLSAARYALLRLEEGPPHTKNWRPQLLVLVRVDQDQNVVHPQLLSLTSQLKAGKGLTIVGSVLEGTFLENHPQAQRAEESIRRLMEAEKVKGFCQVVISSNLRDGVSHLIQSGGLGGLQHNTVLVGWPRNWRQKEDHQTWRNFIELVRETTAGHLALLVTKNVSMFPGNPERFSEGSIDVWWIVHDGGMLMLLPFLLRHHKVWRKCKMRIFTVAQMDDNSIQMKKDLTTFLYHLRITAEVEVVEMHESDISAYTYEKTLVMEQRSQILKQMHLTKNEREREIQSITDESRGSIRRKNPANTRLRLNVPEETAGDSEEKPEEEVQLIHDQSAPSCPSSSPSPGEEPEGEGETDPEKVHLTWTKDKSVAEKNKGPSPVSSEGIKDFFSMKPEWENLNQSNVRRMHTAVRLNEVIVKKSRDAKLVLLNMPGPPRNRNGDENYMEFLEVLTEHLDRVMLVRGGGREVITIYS
# m-calpain inh = inhibitors of pig calpain II, primary screen, biochemical, fluorogenic peptide substrate, 1536-well; purified calpain II, 30 min; 0.37% of 220,000 active; inhibition, % at 16 µM;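 active = inhibition above about 50%, limit read from the data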
# EBV gp42 inh = Epstein-Barr virus gp42 inhibitors, primary screen, biochemical, uHTS, fluorescence polarization; Glycoprotein 42 (Epstein-Barr virus (strain AG876)), Q1HVG2; Fluorescence polarization binding assay, mP read-out; inhibition, % (tested at 21.74 µM); 0.42% of 220,000 active; AID 1085, 2008; in the data active = inhibition above about 50%
# Active calls of the source: *; . = not tested or not shown; [ ] = dose if it differs, or a comment.
SMILES,L929 necroptosis,MDM2 E3 inh,PERK inhibitor,Rad51 HR inh,TNF necrop inh,eIF4E 4G PPI,KCC2 mod,m-calpain inh,EBV gp42 inh
COC(=O)c1sccc1NC(=O)CC1C(=O)NCCN1C(=O)c1ccc(N(C)C)cc1 (configuration not stated),0.7,7.3,0.5,20.0,1.6,-3.2,-0.493,3.6,-2.5
O=C(Cn1cc(SCc2cccc(Cl)c2)c2ccccc21)N1CCOCC1,0.1,-0.7,0.6,-5.0,3.0,5.2,0.0197,-28.6,6.6
CC/C(=C\c1oc2cc3ccccc3cc2[n+]1CC)Nc1ccccc1,2.6,-16.6,0.6,.,-3.1,2.0,.,24.9,-99.5
Cc1cn(C(=O)c2ccccc2)c(=S)n1-c1ccc(Br)cc1,2.1,-0.3,0.7,-1.5,-2.0,1.2,1.09,29.8,7.8
Cc1nc(NC(=O)c2cccs2)ccc1Br,-0.5,-13.1,1.4,-5.3,-2.1,1.8,-1.28,-3.1,2.0
Cc1cc(C(=O)OCC(=O)N2CC(=O)Nc3ccccc32)c(C)n1-c1ccc(F)cc1,0.3,-11.8,-0.7,7.9,1.3,1.0,-0.83,-23.2,1.0
Cc1ccc(-c2noc(CN(C(=O)CCCN3C(=O)c4ccccc4C3=O)C(C)C)n2)cc1,0.2,.,-2.0,-5.9,-1.4,.,-0.906,.,.
COc1ccc(-c2csc(Cc3nnc4n3CCCCC4)n2)cc1,0.5,-4.9,-0.2,-3.0,-5.8,4.2,.,11.6,-2.6
CCc1nnc(NC(=O)Cc2cccs2)s1,1.9,-2.0,1.4,-2.4,0.0,28.2,-1,-95.8,15.8
O=C(NNS(=O)(=O)Cc1ccccc1)c1ccc([N+](=O)[O-])cc1,0.6,.,1.8,-4.6,1.0,-11.9,0.00978,-5.8,-18.5
CC(C)c1onc(C(=O)N2CCCCCC2)c1[N+](=O)[O-],-0.3,-16.2,-0.9,-3.3,-0.8,-2.3,1.36,-18.6,6.9
CC(C(=O)Nc1ccc(S(=O)(=O)N2CCCC2)cc1)N1CCN(C(=O)c2ccco2)CC1 (configuration not stated),0.0,-7.1,0.3,-5.9,1.1,0.9,-0.00371,-31.4,-7.5
O=c1oc(-c2ccccc2)nc2sc3c(c12)CCC3,.,-6.1,-0.2,.,-1.1,10.1,0.0135,-32.6,9.7
CCN1CCN(CCNC(=O)c2cn(C(C)c3ccccc3F)nn2)CC1 (configuration not stated),0.0,9.6,0.9,0.1,-1.0,2.4,2.8,-27.3,-2.3
O=C(O)CCC(=O)NN1C(=O)c2ccccc2NC1c1ccco1 (configuration not stated),0.1,-3.9,2.1,-17.4,0.8,-0.7,1.46,-228.2,1.3
O=C1OCCC1Sc1nnc(-c2ccc3c(c2)OCO3)o1 (configuration not stated),2.3,-15.7,0.7,7.0,0.1,2.5,-0.794,-15.9,-10.4
Cc1ccccc1Nc1nc(N)nc(COC(=O)c2ccccc2)n1,0.6,-2.2,0.0,5.8,1.5,20.8,-0.956,-1.7,-10.1
O=C(c1cc2nc(-c3ccc(Cl)cc3)cc(C(F)(F)F)n2n1)N1CCOCC1,1.8,10.2,0.2,-0.5,-0.3,0.2,0.317,-215.6,-9.4
Cc1ccc(NC(=O)C2(C)Cc3ccccc3C(=O)O2)cc1 (configuration not stated),0.8,-19.9,-0.5,6.0,1.4,2.0,0.0403,2.5,-2.5
O=C(c1ccc(Cl)c(S(=O)(=O)N2CCCCCC2)c1)N1CCN(c2ccccn2)CC1,-0.3,-31.8,-1.7,-3.2,-6.5,5.2[fluorescence artefact?],-1.35,-6.7,-19.2
Cc1cc(C(C)(C)C)c(O)c(C)c1CC1=NCCN1,0.6,-10.2,1.1,-0.6,0.8,0.1,.,8.0,3.9
CCOC(=O)C(Cc1ccc(OC)c([N+](=O)[O-])c1)NC(=O)CCC(=O)Nc1ccc(C)cc1 (configuration not stated),0.8,-14.8,-0.3,-7.2,1.1,1.0,-1.12,34.0,-12.4
O=C(CCCCCn1c(=O)[nH]c2ccsc2c1=O)NCc1ccc(F)cc1,-1.1,-6.8,-0.3,-0.4,-0.4,1.1,.,-15.9,-11.7
COc1ccc(S(=O)(=O)N(C)CC(=O)Nc2ccccc2C(F)(F)F)cc1OC,-0.1,-16.4,-1.1,10.1,-1.6,-5.5,1.29,-16.8,-3.4
Cc1[nH]c(=O)c(C#N)c(C)c1Br,1.3,-0.5,0.7,0.3,-1.2,0.3,-0.363,4.8,-16.1

# In a second layout: entries from further up
smiles: CCOC(=O)C(Cc1ccc(OC)c([N+](=O)[O-])c1)NC(=O)CCC(=O)Nc1ccc(C)cc1 (configuration not stated)
  L929 necroptosis: 0.8; MDM2 E3 inh: -14.8; PERK inhibitor: -0.3; Rad51 HR inh: -7.2; TNF necrop inh: 1.1; eIF4E 4G PPI: 1.0; KCC2 mod: -1.12; m-calpain inh: 34.0; EBV gp42 inh: -12.4

smiles: O=C(CCCCCn1c(=O)[nH]c2ccsc2c1=O)NCc1ccc(F)cc1
  L929 necroptosis: -1.1; MDM2 E3 inh: -6.8; PERK inhibitor: -0.3; Rad51 HR inh: -0.4; TNF necrop inh: -0.4; eIF4E 4G PPI: 1.1; KCC2 mod: .; m-calpain inh: -15.9; EBV gp42 inh: -11.7

# The listing continues:
SMILES,L929 necroptosis,MDM2 E3 inh,PERK inhibitor,Rad51 HR inh,TNF necrop inh,eIF4E 4G PPI,KCC2 mod,m-calpain inh,EBV gp42 inh
CC(=O)c1ccc(N2CCN(S(=O)(=O)c3cccc4nsnc34)CC2)cc1,0.7,-22.5,-1.0,-5.2,1.9,0.4,0.752,10.7,7.3
COCCNC(=O)c1onc(CSc2cc(C)cc(C)c2)c1C(=O)NCCOC,0.4,-1.6,.,1.5,0.5,-3.4,-0.083,17.2,-22.8
O=c1[nH]c2ccc(Cl)cc2c(O)c1Cc1ccccc1,-1.6,-4.2,0.4,-9.1,0.0,10.2,-0.373,-153.6,-14.9
Cc1ccc(N(C(=O)Cn2nnc(-c3ccc(F)cc3)n2)C(C(=O)NC(C)(C)C)c2ccncc2)cc1 (configuration not stated),-0.3,-8.6,0.0,24.3,-1.1,-4.4,-0.0583,-31.4,-6.1
CNc1nc(-c2ccc3c(c2)CCN3C(=O)c2ccccc2F)c(C)s1,-0.9,-1.4,-0.4,16.8,-4.2,-1.6,-0.15,-61.1,5.3
CCOP(=O)(c1c(F)c(F)c(F)c(F)c1F)C1(O)CCCCC1 (configuration not stated),-0.2,-10.4,0.1,-12.4,-3.5,4.3,0.48,-5.5,-18.7
Cc1ccc(Oc2ccc3c(c2)C(=O)N(c2cccc4cccnc24)C3=O)cc1,0.0,-15.5,0.5,-2.6,-5.2,-5.0,-1.8,-21.1,0.2
COc1ccc2c(CCNC(=O)c3ccco3)c[nH]c2c1,1.4,-7.9,1.1,.,-0.1,2.4[fluorescence artefact?],.,2.8,-1.9
Oc1ccc(Br)cc1CN1CCCCCCC1,0.0,-10.2,0.2,-0.8,1.2,-16.2[fluorescence artefact?],.,-18.5,-20.1
COc1cccc(-c2nnc(N(C)C(=O)c3ccno3)s2)c1,0.3,-19.5,1.0,11.2,-0.4,-1.2,0.847,-49.5,-2.7
Cc1noc(C)c1COc1ccc(C(=O)O)cc1,12.0,21.5,1.0,-3.3,0.3,-1.5,-0.0115,-19.7,-10.0
CCOC(=O)N1CCN(S(=O)(=O)c2ccc(F)c(C(=O)Nc3cccc(Cl)c3C)c2)CC1,.,-4.3,-0.2,.,3.6,0.6[fluorescence artefact?],-0.0142,3.3,9.6
Cc1c(NC(=O)c2ccc(-c3cccc([N+](=O)[O-])c3)o2)c(=O)n(-c2ccccc2)n1C,0.2,-11.8,-0.1,-1.3,0.8,0.1,0.491,1.9,-10.2
Cc1cc(C)n(-c2nc3ccccc3nc2N2CCOCC2)n1,.,.,0.3,.,0.7,-4.5[fluorescence artefact?],0.175,-4.9,-3.8
CC(C)(C)NS(=O)(=O)c1ccc(OCC(=O)NCc2ccco2)cc1,-1.4,-0.6,0.2,1.9,0.3,2.3,-0.365,7.7,-14.4
O=C(Nc1ccccc1)c1nsnc1C(=O)Nc1ccccc1,3.7,-4.1,0.2,2.3,-0.1,-0.7,0.302,-15.8,2.4
CC1CCCN(C(C(=O)Nc2ccc3c(c2)OCCO3)c2ccccc2)C1 (configuration not stated),0.0,-13.7,-0.5,0.5,1.3,-5.6,-1.94,17.7,16.1
Cc1cccc(CSc2cn(CC(=O)N3CCOCC3)c3ccccc23)c1,-0.5,-12.9,-0.1,-3.2,1.9,2.6,0.0273,3.5,1.4
CCCC1=Nc2cc(C(=O)NCCCOCC)ccc2Sc2ccccc21,0.7,-1.3,0.1,2.0,-18.0,2.1,-1.14,-51.5,0.8
Cn1c(=O)c2c(ncn2CC(=O)N2CCN(c3ccc([N+](=O)[O-])cc3)CC2)n(C)c1=O,-0.4,-9.4,-0.5,3.8,3.2,1.4,0.669,-17.6,-5.8
O=C(NCCN1CCOCC1)c1ccc(-c2ccccc2)cc1,0.1,-16.2,0.3,-3.3,-0.6,0.4,.,-4.5,4.8
CCOC(=O)c1ccc(NC(=O)C2C3C=CC(C3)C2C(=O)O)cc1 (configuration not stated),-0.1,-0.4,1.7,.,-1.4,-3.6,-0.28,3.6,-25.5
Cc1ccc(NC(=S)Nc2ccc(C(C)C)cc2)cc1S(=O)(=O)N1CCCCCC1,2.5,-19.0,-0.1,8.3,-2.7,-1.9,0.542,-14.8,-16.9
CCOC(=O)C1=C(CC)NC2=C(C(=O)CCC2)C1c1ccc(OC)c(OC)c1 (configuration not stated),-0.6,-8.7,0.0,-10.7,-5.9,-4.2,0.257,-18.4,-7.7
CC(=O)Oc1ccc(NC(=O)Cc2ccccc2)c(C(=O)O)c1,-0.3,-13.3,2.1,4.1,-0.5,-3.0,0.413,-51.9,15.2
CC(=O)NCCNC(=O)c1ccc(Sc2ccccc2)c([N+](=O)[O-])c1,-0.4,-12.1,-0.6,16.7,-0.1,-3.8,-0.442,23.8,-11.3
Cc1ccccc1CSc1n[nH]c(NS(=O)(=O)c2ccccc2)n1,-0.3,-6.9,-0.7,-1.4,-3.1,.,.,13.7,17.2
CCOc1ccc(NC(=O)CSc2nnc(Cn3cnc([N+](=O)[O-])n3)n2CC)cc1,-0.5,-9.1,0.8,-10.8,0.5,2.4,-0.593,10.6,-12.5

# Screens deposited in PubChem BioAssay by several laboratories.
